IL1B NFkB pot = enhancers of NFkB p65 translocation in HUVEC – imaging, IL-1B stimulus, high-content imaging, primary screen | activation, % at 2 µM | 0.3% of 94,000 active | AID 819, 2007 | HUVEC IL-1B NFkB p65 nuclear translocation imaging;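 active = activation above 40%, about the mean plus 3 SD, also judged a hit on visual image review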;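 also: percent activation is computed from the nuclear over cytoplasmic p65 intensity ratio; values of inactives mirror those of a sister screen read the other way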
PLAP inhibition = PLAP enzyme inhibitors, biochemical, luminescence, HTS (AID 690) | Alkaline phosphatase, placental type (Homo sapiens) | purified PLAP, luminescent substrate; higher % means a stronger effect | inhibition, % at 20 µM, or IC50 in µM where a hit was titrated | 0.08% of 96,000 active; in the data active = a potency from the dose series; inactive = the rest, 99 in 100 with inhibition below about 30%; also: strong numbers were not always called active
Bcl-B TR3 displacers = displacers of TR3 peptide from Bcl-B, primary screen, selectivity assay for Bfl-1 inhibitor project, biochemical, fluorescence polarization; Bcl-2-like protein 10 (Homo sapiens); FP displacement of FITC-TR3 peptide from Bcl-B; higher % means a stronger effect; displacement, % at 20 µM, or IC50 in µM where a hit was titrated; 0.11% of 96,000 active; AID 748, 2007;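 active = displacement above 50% at 20 µM plus a fluorescence interference ratio under 1.5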;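 also: plate controls were wells without compound for no effect and wells lacking Bcl-B protein for full effect; a part of the inactive calls stands beside numbers as strong as those of hits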
NFkB transloc inh = inhibitors of IL-1B driven NFkB p65 nuclear import, primary screen, imaging, HUVEC, IL-1B stimulus, high-content imaging; AID 796, 2007; inhibition, % at 2 µM; 0.43% of 94,000 active; HUVEC IL-1B NFkB p65 nuclear translocation imaging;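 active = inhibition above about 30% together with a positive call from visual inspection of the well image, limit read from the data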;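 also: nuclear over cytoplasmic p65 intensity ratio measured by imaging; 0% = IL-1B stimulated DMSO wells and 100% = unstimulated DMSO wells; values of inactives mirror those of a sister screen read the other way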
MRP resist rev = reversal of MRP1-mediated doxorubicin resistance, primary screen, H69AR cells, doxorubicin co-treatment; differential viability (reversal), % at 10 µM; 0.04% of 85,000 active; H69AR cells + 2 uM doxorubicin, CellTiter-Glo, 72 h; AID 602, 2007;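 active = viability drop by adding the cancer drug above about 55%, with treated viability meeting a 40% cutoff, limit read from the data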;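 also: viability without doxorubicin minus viability with 2 µM doxorubicin for each compound; larger differential means the compound sensitizes cells more to doxorubicin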
MRP resist rev cytotoxicity = second read-out of MRP resist rev, no call of its own (marks repeat the call); viability, %; H69AR cells, CellTiter-Glo, 72 h; measured here: cytotoxicity without doxorubicin
MRP resist rev with doxorubicin = recorded beside MRP resist rev, whose call it bears; viability, %; measured here: viability with 2 uM doxorubicin; stronger effect = lower value
NFkB transloc inh cell count 2 µM = further read-out of NFkB transloc inh, marked with its call; cell count; measured here: cells passing quality filter;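 raw number of nuclei counted in each imaged well without normalization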
IL1B NFkB pot cell count 2 µM = also measured in IL1B NFkB pot; calls as there; cell count; measured here: cells passing quality filter
* = called active by the depositor; nt = not tested or not shown; & = joins results of further samples. An excerpt; the hit share may differ from the screen's.

SMILES	IL1B NFkB pot	IL1B NFkB pot cell count 2 µM	PLAP inhibition	Bcl-B TR3 displacers	NFkB transloc inh	NFkB transloc inh cell count 2 µM	MRP resist rev	MRP resist rev cytotoxicity	MRP resist rev with doxorubicin
Cc1ccc(-c2nn3c(C)nnc3s2)cc1NC(=O)c1ccc(OC(C)C)cc1	14	184	-42%	-12%	-14	184	3	96	93
COc1ccc(CCNC(=O)CSc2nc(-c3ccco3)cc(C(F)(F)F)n2)cc1	nt	nt	2%	2%	nt	nt	3	95	92
N#CCSc1nccc(-c2cc(Cl)sc2Cl)n1	nt	nt	6%	-6%	nt	nt	0	88	88
CCOC(=O)c1cc2ccccc2n1CCN(CC)CC	15	129	-63%	6%	-15	129	-14	82	96
O=C(OCn1nnc2ccccc2c1=O)C1=COCCO1	nt	nt	-4%	7%	nt	nt	11	100	89
CCOc1ccc(S(=O)(=O)Nc2ccccc2C(=O)NCc2ccco2)cc1	12	177	-55%	-3%	-12	177	5	75	70
CCN(CC)S(=O)(=O)c1ccc(-c2nnc(SCC(=O)Nc3nc(C)cs3)o2)cc1	2	110	-17%	17%	-2	110	13	72	59
Cc1cc(C(=O)OCC(=O)c2c(N)n(C)c(=O)n(C)c2=O)c(C)o1	-2	100	-24%	-3%	2	100	1	81	80
COc1cc2c(cc1OC)-c1cc(NC3CCCCCCC3)nc(=O)n1CC2	-19	109	-86%	-8%	19	109	nt	nt	nt
Cc1c(Cl)cccc1NC(=O)C1NC(=O)CC1c1ccccc1 (stereo not given)	19	192	-16%	-5%	-19	192	20	106	86
CCc1ccc(N2CC(C(=O)NCc3ccc4c(c3)OCO4)CC2=O)cc1 (stereo not given)	4	111	22%	-1%	-4	111	11	107	95
CCCN1CCN(C(=O)CN2C(=O)CC(C)(C)S(=O)(=O)c3ccccc32)CC1	-7	132	-18%	-15%	7	132	-9	91	100

Remaining list, next part.
SMILES	IL1B NFkB pot	IL1B NFkB pot cell count 2 µM	PLAP inhibition	Bcl-B TR3 displacers	NFkB transloc inh	NFkB transloc inh cell count 2 µM	MRP resist rev	MRP resist rev cytotoxicity	MRP resist rev with doxorubicin
CS(=O)(=O)N(CC(=O)Nc1cccnc1)c1ccc2c(c1)OCO2	0	93	-18%	-1%	0	93	nt	nt	nt
O/N=C/c1ccccc1OCc1ccccc1Cl	-4	96	-1%	3%	4	96	nt	nt	nt
O=C(c1ccco1)N1CCN(C(c2ccccc2)c2nnnn2C2CCCC2)CC1 (stereo not given)	1	131	nt	nt	-1	131	6	91	85
COc1ccc(S(=O)(=O)Nc2ccccc2C(=O)OC2CCCN(C)C2)cc1OC (stereo not given)	-6	137	-73%	-1%	6	137	3	91	88
O=C(NCc1nnc(SCC(=O)N2CCCCCC2)o1)c1ccco1	-11	137	-10%	7%	11	137	16	97	81
Cc1nc2sc(C#N)c(N)c2c2c1CCCC2	11	179	-17%	-4%	-11	179	-10	92	102
Cc1nc2c(-c3ccccc3)c(C)nn2c(C)c1CCC(=O)N1CCOCC1	7	163	-50%	-5%	-7	163	22	58	36
COc1cc2c(cc1OC)CN(Cc1ccc(C)s1)CC2	12	179	-64%	21%	-12	179	7	91	84
C/C(Cn1nnc([N+](=O)[O-])n1)=N\NC(=O)c1cccc(Cl)c1	nt	nt	-4%	-14%	nt	nt	nt	nt	nt
COC(=O)c1cc(NC(=O)Cc2coc3cc(OC)ccc23)cc(C(=O)OC)c1	-2	192	-44%	-18%	2	192	1	68	67
O=C(CCCCCn1c(SCC(=O)c2ccccc2)nc2ccccc2c1=O)NCc1ccco1	9	104	-1%	-7%	-9	104	8	91	83
COC(=O)CN(c1cccc(OC)c1)S(C)(=O)=O	-20	183	2%	1%	20	183	0	108	108

Later entries
SMILES	IL1B NFkB pot	IL1B NFkB pot cell count 2 µM	PLAP inhibition	Bcl-B TR3 displacers	NFkB transloc inh	NFkB transloc inh cell count 2 µM	MRP resist rev	MRP resist rev cytotoxicity	MRP resist rev with doxorubicin
COc1ccc(N2CCCn3c2nc2c3c(=O)n(Cc3ccc(F)cc3)c(=O)n2C)c(OC)c1	nt	nt	-36%	8%	nt	nt	3	105	101
CCc1c(C)nc2ncnn2c1NCCc1ccc(OC)cc1	-14	77	19%	0%	14	77	-63	13	76
COCCNC(=O)CNS(=O)(=O)c1ccc2nc(C)sc2c1	5	127	-3%	10%	-5	127	-1	96	96
Cc1cc(=O)n2[nH]c(COc3ccccc3)nc2n1	-5	87	4%	-6%	5	87	5	92	87
COC(=O)Nc1ccc(=O)n(Cc2c(Cl)cccc2Cl)c1	-9	180	7%	-8%	9	180	nt	nt	nt
COc1ccccc1N(CC(O)CN1C(=O)NC(C)(C)C1=O)S(=O)(=O)c1ccc(C)cc1 (stereo not given)	0	192	-56%	10%	0	192	-11	87	98
CCC(C)NC(=O)C1CCCN(c2nc(C)cc(OC)n2)C1 (stereo not given)	12	172	nt	nt	-12	172	11	108	96
COc1cccc(-c2cn3nc4c(nc3n2)CCCC4)c1	6	101	-57%	-37%	-6	101	1	83	82
O=C(COc1cccc(Cl)c1)Nc1nc(-c2ccc(S(=O)(=O)N3CCOCC3)cc2)cs1	-7	107	nt	nt	7	107	-15	73	88
O=C(Oc1ccc2ccccc2c1Cl)N1CCCC1	22	180	-2%	-9%	-22	180	13	107	94
COc1ccc(Cn2c(C3CC3)nc3ccc(NC(=O)c4ccco4)cc3c2=O)cc1	13	147	-29%	-29%	-13	147	-2	97	99
CCn1nc(C(=O)OCC(=O)NCCN2C(=O)CSC2=O)c2ccccc2c1=O	7	113	-2%	6%	-7	113	-16	89	106

In the list so far, two contain fluorine:
SMILES	IL1B NFkB pot	IL1B NFkB pot cell count 2 µM	PLAP inhibition	Bcl-B TR3 displacers	NFkB transloc inh	NFkB transloc inh cell count 2 µM	MRP resist rev	MRP resist rev cytotoxicity	MRP resist rev with doxorubicin
COc1ccc(CCNC(=O)CSc2nc(-c3ccco3)cc(C(F)(F)F)n2)cc1	nt	nt	2%	2%	nt	nt	3	95	92
COc1ccc(N2CCCn3c2nc2c3c(=O)n(Cc3ccc(F)cc3)c(=O)n2C)c(OC)c1	nt	nt	-36%	8%	nt	nt	3	105	101

More compounds.
SMILES	IL1B NFkB pot	IL1B NFkB pot cell count 2 µM	PLAP inhibition	Bcl-B TR3 displacers	NFkB transloc inh	NFkB transloc inh cell count 2 µM	MRP resist rev	MRP resist rev cytotoxicity	MRP resist rev with doxorubicin
Cc1ccc(CSc2nnc(-c3ccccn3)n2C)cc1	-8	151	10%	3%	8	151	4	92	88
CCNC(=O)CN(Cc1ccccc1)S(=O)(=O)c1ccccc1	-35	90	14%	-6%	36*	90*	5	93	88
NC(=O)c1ccc(-n2nnnc2Oc2ccccc2C(=O)N2CCOCC2)cc1	9	142	-4%	-4%	-8	142	nt	nt	nt
O=c1oc2ccccc2c(O)c1C=NCc1ccccn1	-5	124	-110%	8%	5	124	-14	63	77
COc1cccc(C2C(C(=O)c3sc(C)nc3C)=C(O)C(=O)N2CCN2CCOCC2)c1OC (stereo not given)	29	125	-7%	-11%	-29	125	-11	90	101
Cc1ccc(CNC(=O)C(C)OC(=O)c2ccco2)cc1 (stereo not given)	nt	nt	6%	-3%	nt	nt	-2	99	101
Cc1ccc(S(=O)(=O)c2c(N)n(NC(=O)C3CC3)c3nc4ccccc4nc23)cc1	-4	82	-20%	2%	4	82	10	94	85
CCOc1ccc(NC2=NCC(=O)N2CCc2ccccc2)cc1	0	148	-68%	-6%	0	148	10	97	87
Cc1c(C(=O)OCC(=O)N(CCC#N)c2ccccc2)oc2c1ccc1ccccc12	2	93	-51%	4%	-2	93	-12	65	77
O=C(Nc1ccc(N2CCOCC2)cc1N1CCOCC1)c1ccc([N+](=O)[O-])cc1	22	120	11%	-7%	-22	120	nt	nt	nt
O=C1CCCN1CCCNc1ncnc2c1cnn2-c1ccc(Cl)cc1	nt	nt	-36%	-6%	nt	nt	16	89	73
COc1ccc(-c2noc(CCCC(=O)NCc3ccco3)n2)cc1OC	nt	nt	6%	-3%	nt	nt	3	93	89

New compounds follow.
SMILES	IL1B NFkB pot	IL1B NFkB pot cell count 2 µM	PLAP inhibition	Bcl-B TR3 displacers	NFkB transloc inh	NFkB transloc inh cell count 2 µM	MRP resist rev	MRP resist rev cytotoxicity	MRP resist rev with doxorubicin
CCOC(=O)c1cccc(NC(=O)/C=C/c2cccc([N+](=O)[O-])c2)c1	-5	102	16%	-3%	5	102	nt	nt	nt
CNc1nc(NCCOC23CC4CC(CC(C4)C2)C3)nc(OCC(F)(F)F)n1	-1	125	2%	-13%	1	125	-8	72	79
O=C(O)CC(=O)NC12CC3CC(CC(C3)C1)C2	-3&14	156&183	7%&25%	-13%&5%	3&-14	156&183	9&1	96&91	87&90
CCCCCn1c(=O)[nH]c2cc(C(=O)NCCN(CC)CC)ccc2c1=O	10	118	-35%	-6%	-10	118	nt	nt	nt
CCOc1ccc(S(=O)(=O)NCCOC)cc1C	26	50	7%	14%	-26	50	1	97	96
O=C1c2ccccc2C(=O)N1CCC(=O)N1CCc2ccccc21	-1	158	nt	nt	1	158	-12	91	103
O=C(O)Cc1sc(-c2ccc(Cl)cc2)nc1-c1ccccc1	-1	123	-27%	-4%	1	123	nt	nt	nt
Cn1c(CO)nc2cc(N)ccc21	4	146	2%	-4%	-4	146	nt	nt	nt
COc1ccc(C(=S)N2CCCC2)cc1OC	-14	44	18%	1%	14	44	7	94	87
COc1ccc2cc3cc(C(=O)NC(C)C)oc3nc2c1	-5	158	8%	1%	5	158	17	100	83
Cc1ccc(CN2CCN(/N=C/c3cc(Br)ccc3O)CC2)cc1	16	173	-2%	-15%	-16	173	nt	nt	nt
O=C(Nc1ccc(-c2cn3ccsc3n2)cc1)c1ccc(F)c(S(=O)(=O)N2CCOCC2)c1	-5	162	-2%	-4%	5	162	-27	45	72

Additional records:
SMILES	IL1B NFkB pot	IL1B NFkB pot cell count 2 µM	PLAP inhibition	Bcl-B TR3 displacers	NFkB transloc inh	NFkB transloc inh cell count 2 µM	MRP resist rev	MRP resist rev cytotoxicity	MRP resist rev with doxorubicin
O=C(Nc1ccc2c(c1)OC1(CCCC1)O2)C1CC1	nt	nt	8%	8%	nt	nt	14	97	83
CSc1ccccc1NC(=O)c1cc(C2CC2)on1	19	73	12%	-1%	-19	73	-7	91	97
O=C(Nc1cccnc1)C1CCN(S(=O)(=O)c2cccc3nonc23)CC1	-18	176	15%	-8%	18	176	18	110	92
CNC(=S)N1CCN(c2ccc([N+](=O)[O-])cc2)CC1	-10	140	13%	-22%	10	140	nt	nt	nt
Cc1cc(Nc2nnnn2-c2ccccc2)n(-c2ccccc2)n1	-2	172	-27%	-2%	2	172	16	97	82
COc1cc(=O)[nH]c(=O)n1C(=O)Cc1ccccc1	2	87	-19%	1%	-2	87	-5	84	89
O=C(NC1CCCC1)c1ccc2nc(-c3ccco3)c(-c3ccco3)nc2c1	7	96	-26%	-2%	-7	96	-6	48	55
CC(C)(C)c1cc(C(=O)N2CCc3ccccc32)ccn1	8	202	-16%	9%	-8	202	9	86	77
CN(C)CCCNc1oc(-c2ccccc2)nc1C#N	nt	nt	2%	-2%	nt	nt	4	97	93

Screening results from PubChem.
